Compound activity from PubChem BioAssay.
Giardia killer = Small Molecules that selectively kill Giardia lamblia: qHTS; AID 540267, 2011; 340,000 compounds, 0.15% hits; activity change, % at 7.66 µM, hits read low; Giardia lamblia trophozoite viability; in the data active = activity change below about -80%; inconclusive = between about -30% and that limit;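 also: parasites exposed to compound for two days anaerobically before the ATP read; % is scaled to controls: 0 for no effect and ±100 for the full control effect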
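Luminescence from cellular ATP indicates surviving trophozoites (100 cells/well) following 48 hrs anaerobic compound treatment at 37 deg C; signal develops 15-30 min at room temperature.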
NPC1 prom act = qHTS Assay for NPC1 Promoter Activators; 320,000 compounds, 2.4% hits; AID 485313, 2010; Huh7 NPC1 promoter luciferase reporter, 24 h; Potency, µM (highest dose often 9.22 µM), for the others: at the top dose activation, most hits filed as activators;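 also: potency is read from the fitted curve at half-maximal effect; % of control where 0% means no effect; nearly all actives have a fitted effect of over 60% in size; reporter is driven by a mutant NPC1 promoter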
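Readout is luciferase luminescence, reflecting NPC1 promoter activation in stably transfected Huh7 cells after 24 h compound exposure at 37 °C in reduced-serum medium with 10% FBS.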
FLuc counter = qHTS profiling assay for firefly luciferase inhibitor/activator using purifed enzyme and Km concentrations of substrates (counterscreen for miR-21 project); Potency, µM (series often up to 57.5 µM), for the others: at the top dose activity change, negative = inhibition, most hits filed as inhibitors; purified FLuc, Km substrates, luminescence inhibition; Luciferin 4-monooxygenase (Photinus pyralis), P08659; AID 588342, 2011; 360,000 compounds, 6.9% hits;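 also: potency is read from the fitted curve at half-maximal effect; plate controls were vehicle for no effect and reference inhibitor for full effect; nearly all actives have a fitted effect of over 55% in size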
Target sequence (P08659 whole entry, looked up): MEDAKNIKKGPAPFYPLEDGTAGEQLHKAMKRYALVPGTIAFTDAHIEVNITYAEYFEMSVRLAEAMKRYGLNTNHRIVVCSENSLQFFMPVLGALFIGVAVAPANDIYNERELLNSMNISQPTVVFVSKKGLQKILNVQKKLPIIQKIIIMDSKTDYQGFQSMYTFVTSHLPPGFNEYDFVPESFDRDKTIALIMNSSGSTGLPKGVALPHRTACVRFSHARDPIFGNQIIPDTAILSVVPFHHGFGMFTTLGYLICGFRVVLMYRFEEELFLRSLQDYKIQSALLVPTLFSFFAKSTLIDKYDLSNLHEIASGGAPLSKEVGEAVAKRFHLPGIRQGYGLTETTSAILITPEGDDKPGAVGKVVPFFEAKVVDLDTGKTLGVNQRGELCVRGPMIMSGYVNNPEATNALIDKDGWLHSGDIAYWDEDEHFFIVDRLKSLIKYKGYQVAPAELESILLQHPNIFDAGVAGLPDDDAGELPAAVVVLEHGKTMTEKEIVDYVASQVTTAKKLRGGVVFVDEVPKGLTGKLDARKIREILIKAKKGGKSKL
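Purified P. pyralis luciferase, 10 nM final, with Km-level 10 uM D-luciferin and 10 uM ATP in 50 mM Tris acetate pH 7.5, 10 mM Mg acetate, 0.01% Tween-20, 0.05% BSA; 6-point qHTS titration about 60 µM downward; luminescence read.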
RORgamma inh = qHTS for inhibitors of ROR gamma transcriptional activity; Nuclear receptor ROR-gamma (Mus musculus), P51450; Drosophila S2 Gal4-RORgamma UAS-luciferase reporter, 20 h; Potency, µM (highest dose often 53.6 µM), inactives show top-dose activity change, negative = inhibition, usual class: inhibitors; 310,000 compounds, 5.4% hits; also: potency is read from the fitted curve at half-maximal effect; % is scaled to controls: 0 for no effect and ±100 for the full control effect; nearly all actives have a fitted effect of over 60% in size
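A Gal4/UAS one-hybrid system in insect cells: metallothionein-promoter Gal4–ROR gamma fusion plus Photinus luciferase reporter. Copper sulfate 700 uM final, 20 hr ambient incubation, luminescent detection after 10 min with reagent.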
Rab9 prom act = qHTS Assay for Rab9 Promoter Activators; Potency, µM (titrated, usually from 9.22 µM), inactives show top-dose activation, negative = inhibition, usual class: activators; 320,000 compounds, 2.8% hits; Huh7 Rab9 promoter-luciferase reporter, luminescence, 24 h; also: potency is read from the fitted curve at half-maximal effect; % of control where 0% means no effect; nearly all actives have a fitted effect of over 60% in size
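Huh7 cells stably carrying a Rab9 promoter-luciferase reporter, 1500 cells per well in OP-MEM I with 10% FBS, treated with compound 24 hours at 37C. Luciferase activity read by luminescence after 10 minutes with Amplite reagent.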
uPA surface inh = qHTS for Inhibitors of Cell Surface uPA Generation. cell surface uPA generation assay, qHTS. Potency, µM (doses to about 38.3 µM), inactives show top-dose activity change, negative = inhibition, actives largely listed as inhibitors. 330,000 compounds, 0.31% hits. AID 540303, 2011; active = well fitted inhibition curve with a large enough effect; inconclusive = small, poorly fitted or top-dose-only effect; inactive = no such curve, though single readings can be large or run the other way; tested in mouse RAW 264.7 cells; also: potency is read from the fitted curve at half-maximal effect; % is scaled to controls: 0 for no effect and ±100 for the full control effect; nearly all actives have a fitted effect of over 55% in size
Gal4-VP16 FLuc = VP16 counterscreen qHTS for inhibitors of ROR gamma transcriptional activity; AID 2546, 2010; 310,000 compounds, 3.5% hits; Potency, µM (top dose mostly 53.6 µM), without a hit: top-dose activity, negative = inhibition, actives largely listed as inhibitors; Drosophila S2 Gal4-VP16 UAS-luciferase, luminescence, 20 h;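 also: Gal4-VP16 expression switched on by copper sulfate through the metallothionein promoter; potency is read from the fitted curve at half-maximal effect; % is scaled to controls: 0 for no effect and ±100 for the full control effect; nearly all actives have a fitted effect of over 50% in size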
Tb PFK block = qHTS Assay to Find Inhibitors of T. brucei phosphofructokinase | ATP-dependent 6-phosphofructokinase (Trypanosoma brucei brucei), O15648 | T. brucei PFK, ADP-Glo luminescence | Potency, µM (top dose mostly 57.5 µM), inactives show top-dose activity, negative = inhibition, actives largely listed as inhibitors | 330,000 compounds, 0.17% hits | AID 485367, 2010;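 also: potency is read from the fitted curve at half-maximal effect; 0% = uninhibited 1x PFK enzyme wells and -100% = no-enzyme wells; nearly all actives have a fitted effect of over 60% in size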
Target sequence (O15648 whole entry, looked up): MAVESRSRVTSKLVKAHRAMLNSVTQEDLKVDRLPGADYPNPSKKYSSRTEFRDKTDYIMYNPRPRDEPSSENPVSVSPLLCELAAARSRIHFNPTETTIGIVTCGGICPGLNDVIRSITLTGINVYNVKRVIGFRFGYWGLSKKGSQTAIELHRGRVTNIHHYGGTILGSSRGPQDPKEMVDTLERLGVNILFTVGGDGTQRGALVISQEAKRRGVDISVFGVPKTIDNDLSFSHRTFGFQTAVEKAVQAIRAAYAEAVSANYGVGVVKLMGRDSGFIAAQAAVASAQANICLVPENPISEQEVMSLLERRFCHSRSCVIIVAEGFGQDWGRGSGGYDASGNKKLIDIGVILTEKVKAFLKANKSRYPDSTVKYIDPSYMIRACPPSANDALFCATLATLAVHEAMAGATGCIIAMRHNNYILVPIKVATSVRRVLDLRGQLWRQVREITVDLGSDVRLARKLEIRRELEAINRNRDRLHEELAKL
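ADP-Glo luminescence quantified ADP after 45 min at room temperature, with 1.25 nM T. brucei PFK, 0.1 mM ATP and 0.5 mM fructose-6-phosphate in pH 8.0 TEA buffer. qHTS titrations up to 57 µM; curves classified by quality.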
FBPA coupling cs = qHTS Assay for Inhibitors of Fructose-1,6-bisphosphate Aldolase from Giardia Lamblia: Coupling assay counterscreen; coupling enzyme system counterscreen, AmpLite Red fluorescence; activity change, negative = inhibition, % at 58.2 µM, hits read low; 290,000 compounds, 0.67% hits; AID 2472, 2010; in the data active = activity change below about -30%; also: % is scaled to controls: 0 for no effect and ±100 for the full control effect
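First, compound is pin-transferred into glyceraldehyde-3-phosphate coupling-enzyme reagent at 57.5 uM final and held 10 min at RT. Next, substrate, coupling system and AmpLite Red are added. After 20 min RT, fluorescence (525/598 nm) is read.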
ELG1 genotox = qHTS screen for small molecules that induce genotoxicity in human embryonic kidney (HEK293T) cells expressing luciferase-tagged ELG1; 330,000 compounds, 1.3% hits; HEK293T ELG1-luciferase reporter, luminescence, 16 h; Potency, µM (highest dose often 46 µM), without a hit: at the top dose activity change, positive = activation, actives largely listed as activators; AID 504466, 2011; also: potency is read from the fitted curve at half-maximal effect; % of control where 0% means no effect; nearly all actives have a fitted effect of over 60% in size
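Cells (2,000/well) expressing the ELG1-luciferase fusion are dosed by pin tool and kept 16 hr at 37 °C, 5% CO2. Signal comes from ONE-Glo luciferase reagent after 30 min at room temperature.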
KCNH2 3.1 block = qHTS for Inhibitors of KCHN2 3.1: Mutant qHTS; U2OS KCNH2 3.1, thallium flux FluxOr; stronger effect = lower value; Potassium voltage-gated channel subfamily H member 2, brain isoform KCNH2 3.1 (human); 340,000 compounds, 0.95% hits; AID 720553, 2013; activity change, % (tested at about 1.8 µM);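 active = maximum activity change below -70%; inconclusive = maximum activity change from -70% to -50%; inactive = maximum activity change above -50%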;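 also: thallium influx rate constant from kinetic fluorescence after stimulation buffer; % is scaled to controls: 0 for no effect and ±100 for the full control effect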
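U2OS cells transduced with KCNH2 3.1 mutant virus (1.77 x 10^8 /mL, 4 h), plated overnight at 37 C, loaded 45 min with FluxOr dye plus Red40 quencher. Thallium flux rate constant from kinetic reads after stimulation buffer, normalised to controls.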
Active calls of the source: *; ? = inconclusive; . = no result given; [ ] = remark or other dose. Unless noted, calls follow the shape of the dose curve; as a rule, active = well fitted curve in the direction sought with a large enough effect; inconclusive = small, poorly fitted or top-dose-only effect, or another doubt; inactive = no such curve, though single readings can be large; an effect the other way counts as inactive or inconclusive.

The opening three entries as a preview:
Every second line gives: Giardia killer | NPC1 prom act | FLuc counter | RORgamma inh | Rab9 prom act | uPA surface inh | Gal4-VP16 FLuc | Tb PFK block | FBPA coupling cs | ELG1 genotox | KCNH2 3.1 block
> COc1ccc2[nH]c(C)c(C(=O)CN3CCN(C(=O)c4ccco4)CC3)c2c1
    -6 | -7% | 4% | -13% | -9% | 0% | -12% | -2% | 3 | 0% | 8
> COc1ccc(/C=N/N(Cc2ccccc2)c2ccccc2)cc1O
    15 | -1% | ? | 9% | 0% | 1% | -3% | -4% | -6 | 4% | 8
> COc1ccccc1/C=C/C=N/NC(=O)CN1CCN(Cc2ccccc2)CC1
    -9 | -2% | -3% | -40% | -2% | 6% | 6% | 0% | -1 | -1% | -13

Results, from the first entry:
Every second line gives: Giardia killer | NPC1 prom act | FLuc counter | RORgamma inh | Rab9 prom act | uPA surface inh | Gal4-VP16 FLuc | Tb PFK block | FBPA coupling cs | ELG1 genotox | KCNH2 3.1 block
> COc1ccc2[nH]c(C)c(C(=O)CN3CCN(C(=O)c4ccco4)CC3)c2c1
    -6 | -7% | 4% | -13% | -9% | 0% | -12% | -2% | 3 | 0% | 8
> COc1ccc(/C=N/N(Cc2ccccc2)c2ccccc2)cc1O
    15 | -1% | ? | 9% | 0% | 1% | -3% | -4% | -6 | 4% | 8
> COc1ccccc1/C=C/C=N/NC(=O)CN1CCN(Cc2ccccc2)CC1
    -9 | -2% | -3% | -40% | -2% | 6% | 6% | 0% | -1 | -1% | -13
> O=C(OCC(=O)N1CCCC1=O)c1nc(Cl)c(Cl)c(Cl)c1Cl
    -12 | -20% | -1% | ? | -2% | ? | ? | -21% | 1 | -23% | -8
> O=C(/C=C/c1ccccc1Cl)N(Cc1ccccc1)C1CCS(=O)(=O)C1 (stereo unspecified)
    2 | 1% | 0% | 26% | -3% | 1% | -11% | 1% | 0 | -3% | ?
> O=C(Nc1ccncc1)Nc1ccc(F)c(Cl)c1
    21 | 8% | ? | -1% | 17% | ? | -7% | ? | -1 | -8% | -23
> CN(C)/C=C1\SC(=S)N(N2C(=O)C3C4C=CC(C4)C3C2=O)C1=O (stereo unspecified)
    1 | -5% | -3% | 5% | 7% | 0% | -15% | -6% | 0 | 0% | 13
> CCc1cc(=O)oc2c(C)c(O[C@@H]3O[C@H](CO)[C@@H](O)[C@H](O)[C@H]3O)ccc12
    7 | -6% | 1% | 8% | -1% | -1% | -4% | -5% | -3 | -6% | -9
> Nc1nc2ccccc2n1Cc1ccc(Cl)c(Cl)c1
    -27 | 1% | 0% | -19%[1.91 µM] | -11% | -3% | -28% | ? | -1 | 1% | -33
> CCOCCCNC(=O)c1c[nH]c2cc(OC)ccc2c1=O
    9 | -2% | -3% | 6% | -3% | -7% | -7% | 0% | 1 | 5% | -12
> CCCCC(=O)NC(c1ccccc1Cl)c1ccc2cccnc2c1O (stereo unspecified)
    3 | -29% | 3% | 5µM* | -43%[inhibitor] | ? | 3.5µM* | 3% | 5 | 7% | -97*
> CCOC(=O)CSc1ccc(C(=O)NCCCN2CCOCC2)cc1[N+](=O)[O-]
    ? | -5% | 1% | 8% | -2% | -8% | 1% | 17% | 1 | -3% | -9
> CC(C)(C)C(=O)NCCN1CCN(C(=O)C(C)(C)C)CC1
    -25 | 2% | -2% | 18% | -5% | 1% | -7% | -5% | 2 | 1% | -3
> O=C(c1cc(-c2ccccc2)on1)N1CCN(Cc2ccc3c(c2)OCO3)CC1
    -17 | -2% | -12% | -11% | -1% | 4% | 8% | 0% | 1 | -5% | 3
> CCOC(=O)/C=c1\s/c(=C\c2ccc(C#N)cc2)c(=O)n1CC(=O)Nc1cccc(C)c1C
    -14 | -15% | 2% | -2% | -29% | 3% | -4% | 3% | 1 | ? | -1
> CC(C)NC(=S)Nc1ccc2cn[nH]c2c1
    -6 | -2% | 2% | 7% | 1% | 3% | -1% | 8% | -7 | -3% | 7
> COc1ccc(NC(=O)c2cc(SC)ccc2Cl)cc1
    5 | 0% | ? | 31% | 11% | ? | ? | 7% | -1 | 0% | 0
> COc1ccc(Cl)cc1-c1n[nH]c(=S)n1C1CCCCC1
    -6 | 0% | 0% | 4µM* | 11% | 1% | 7.9µM* | 1% | 4 | -4% | -10
> O=C(O)CCC(=O)N1N=C(c2c(-c3ccccc3)c3cc(Cl)ccc3[nH]c2=O)CC1c1cccs1 (stereo unspecified)
    -14 | -1% | -14% | 34% | -1% | 7% | -8% | 7% | 5 | 0% | -8
> O=C(Nc1ccc2c(c1)OCO2)c1ccc(N2CCCC2)c([N+](=O)[O-])c1
    1 | 14% | 19µM* | ? | -1% | 8% | ? | -1% | -4 | 3% | 3
> Cc1ccc(NS(=O)(=O)c2ccc3c(c2)CCC(=O)N3)cc1
    -20 | -5% | -1% | . | -1% | -14% | . | -5% | . | 2% | 21
> Fc1ccc(Nc2nc(N3CCOCC3)nc(N3CCOCC3)n2)cc1
    10 | -4% | -1% | -7% | 0% | 2% | -10% | 4% | . | 3% | 10
> COc1ccc(C2=NOC(C(=O)NCc3cccs3)C2)cc1 (stereo unspecified)
    1 | 15% | ? | 1% | 25% | -12% | 21% | 1% | 2 | ? | -15
> CCCCC(=O)N/N=C/c1sccc1C
    -18 | -1% | -8% | -12% | 2% | 2% | 0% | 0% | 4 | -1% | 7
> Cc1csc(NC(=O)c2cc(-c3ccco3)nc3ccccc23)n1
    -5 | -6% | ? | ? | 16% | -3% | ? | 1% | -3 | -3% | -1
> COc1cc(Cc2cc(N)nc(N)n2)cc(OC)c1OC
    -2 | -8% | 0% | -2% | -1% | -3% | 5% | 0% | 0 | 3% | -5
> CCN(CC)c1ccc(NC(=O)CSc2nc3ccccc3c(=O)n2-c2cc(S(=O)(=O)N(C)C)ccc2C)cc1
    15 | -5% | -1% | 26% | -8% | 2% | 2% | 8% | -2 | 0% | -1
> CCN(CC(=O)Nc1c(F)cccc1F)C(=O)CCNC(=O)c1ccc([N+](=O)[O-])cc1
    10 | -1% | -2% | . | 0% | -1% | . | 6% | . | 5% | 3
> COc1ccc(C(=O)N(CCCO)Cc2cc3c(C)ccc(C)c3[nH]c2=O)cc1OC
    4 | -3% | 5% | -5% | -6% | -1% | 1%[0.365 µM] | -7% | 0 | 4% | 5
> O=C(COc1c(Cl)cccc1Cl)Nc1ccccc1N1CCCC1
    8 | -4% | -3% | ? | -8% | ? | -7% | 0% | . | -7% | -17
> CCOC(=O)C1(Cc2ccc(Cl)cc2)CCN(C(=O)c2cscn2)CC1
    2 | 0% | 4% | 20% | -4% | -4% | -7% | 0% | 1 | -4% | -5
> COc1cc(C(=O)N2CCN(c3ccc(C)cc3C)CC2)cc(OC)c1OC
    -3 | -27% | -1% | -18% | -25% | 3.2µM* | -3% | -13% | 0 | -1% | 12
> CN(C(=O)CSc1n[nH]c(=O)[nH]c1=O)c1ccccc1
    -11 | . | . | . | . | 13% | . | 17% | . | 0% | 13
> Cn1c(CCN2CCN(c3ccccn3)CC2)nc2cc(NS(=O)(=O)c3ccc(Cl)cc3)ccc21
    -12 | -1% | 6% | ? | 0% | -23% | -9% | 0% | 0 | -10% | -104*
> Cc1ccc(C)c(CN2CCNC2=O)c1
    0 | 0% | 3% | 4% | 1% | 8% | 0% | -3% | -3 | 0% | -5
> CCC(C)(NC(=O)c1ccccc1)C(=O)O (stereo unspecified)
    -5 | -2% | -1% | 0% | -1% | -3% | -13% | 9% | -1 | 3% | 2
> O=C(CSc1ccc([N+](=O)[O-])cn1)Nc1ccc2c(c1)OCCO2
    12 | 0% | ? | -3% | 0% | -13% | -14% | -6% | -5 | 3% | 13
